TEAD-YAP block: TEAD-YAP interaction inhibition. HEK-TIYL cells, TEAD-Gal4/YAP UAS-luciferase luminescence. inhibition, % at 9.12 µM. 640,000 tested, 1.4% active. AID 1259422; in the data active = inhibition above about 32%;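 also: 0% = median of test compound wells and 100% = reference inhibitor wells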
MITF primary: human MITF inhibition, primary screen. AlphaScreen MITF homodimerization, bead proximity signal. inhibition, % at 2.6 µM. 650,000 tested, 0.91% active. AID 1259374; in the data active = inhibition above about 50%;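 also: 0% = vehicle wells with protein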
GPR151 ag: activators of human GPR151; Q8TDV0; PathHunter beta-arrestin GPR151 cells, luminescence; activation, % at 11.2 µM; 650,000 tested, 1% active; AID 1508602; in the data active = activation above about 4.9%;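 also: 0% = median of compound wells and 100% = cells with positive control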
Target sequence (Q8TDV0 whole entry, looked up): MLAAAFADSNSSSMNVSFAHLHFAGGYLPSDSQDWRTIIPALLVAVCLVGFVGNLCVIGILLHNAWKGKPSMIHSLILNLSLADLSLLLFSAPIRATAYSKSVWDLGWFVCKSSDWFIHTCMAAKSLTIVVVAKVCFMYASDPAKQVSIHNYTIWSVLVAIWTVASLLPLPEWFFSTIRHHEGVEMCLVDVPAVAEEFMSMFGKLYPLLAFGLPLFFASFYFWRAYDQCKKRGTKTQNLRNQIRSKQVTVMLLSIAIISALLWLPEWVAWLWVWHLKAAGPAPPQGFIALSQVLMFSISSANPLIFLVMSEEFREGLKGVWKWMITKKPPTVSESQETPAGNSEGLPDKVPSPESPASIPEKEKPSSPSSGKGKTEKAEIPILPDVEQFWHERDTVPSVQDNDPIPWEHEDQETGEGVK
FBW7 activator: activators of human E3 ligase FBW7; 650,000 tested, 0.13% active; normalized activity (activation), % at 26.1 µM; AID 1259310; Q969H0; AlphaScreen FBW7–phospho-cyclin E peptide binding, activator screen; in the data active = normalized activity above about 1.9%;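 also: purified mutant Fbw7 with reduced substrate affinity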
Target sequence (Q969H0 whole entry, looked up): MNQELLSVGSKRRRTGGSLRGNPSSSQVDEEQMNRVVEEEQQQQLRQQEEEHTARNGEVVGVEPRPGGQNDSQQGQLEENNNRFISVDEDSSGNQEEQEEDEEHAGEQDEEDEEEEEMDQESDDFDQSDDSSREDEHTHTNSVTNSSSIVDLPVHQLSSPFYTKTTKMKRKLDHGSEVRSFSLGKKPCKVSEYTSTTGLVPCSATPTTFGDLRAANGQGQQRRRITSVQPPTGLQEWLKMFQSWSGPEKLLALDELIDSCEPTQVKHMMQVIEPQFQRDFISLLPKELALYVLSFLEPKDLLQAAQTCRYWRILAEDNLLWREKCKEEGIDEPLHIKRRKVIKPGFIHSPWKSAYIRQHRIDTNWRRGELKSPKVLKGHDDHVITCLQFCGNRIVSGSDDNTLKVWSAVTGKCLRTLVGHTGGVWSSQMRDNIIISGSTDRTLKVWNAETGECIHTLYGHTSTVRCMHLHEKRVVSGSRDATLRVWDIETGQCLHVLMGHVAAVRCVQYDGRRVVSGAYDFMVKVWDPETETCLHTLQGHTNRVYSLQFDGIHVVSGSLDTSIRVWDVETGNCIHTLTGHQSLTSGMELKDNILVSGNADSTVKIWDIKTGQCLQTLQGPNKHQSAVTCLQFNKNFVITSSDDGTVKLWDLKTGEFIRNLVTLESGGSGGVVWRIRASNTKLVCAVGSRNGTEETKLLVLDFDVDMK
The depositor's hits bear a star; i = inactive. Compounds as they come (roughly 3.5% active in at least one column).

SMILES | TEAD-YAP block | MITF primary | GPR151 ag | FBW7 activator
N#Cc1ccc(Oc2ccc(C3CCCCC3)cc2)c([N+](=O)[O-])c1 | 6 | 6 | -0.1 | 0.2
CC(C)(C)NS(=O)(=O)c1ccc(NC(=O)c2ccc(F)cc2)cc1 | 0 | 9 | 3.2 | 0.0
O=C1CC(NNc2ccccc2)C(=O)N1 (centres undefined) | 3 | 12 | -2.3 | 0.0
O=C(CN1C(=O)COc2ccc(Cl)cc21)Nc1ccccc1N1CCOCC1 | 0 | 2 | 0.1 | 0.1
CCCCCCCC(O)(CCCCCCC)C(=O)NN(C(=O)c1ccccc1)c1cccc(C)c1C | 4 | -4 | 2.3 | -0.1
COc1ccc2c(c1OC)C(=O)OC2Nc1cccc([N+](=O)[O-])c1 (centres undefined) | 5 | 6 | 0.0 | 0.0
COc1ccc(C(=O)NCCCOc2cccnc2)cc1OC1CCN(C(C)=O)CC1 | 0 | 0 | -1.1 | 0.0
N#CC1C(=O)NN=C1C(=O)N/N=C/c1c(O)ccc2ccccc12 (centres undefined) | 8 | 8 | 0.7 | -0.2
CCOC(=O)C1=C(C)N(CCOC)C(=O)/C1=C\c1ccc([N+](=O)[O-])cc1 | 7 | 11 | 1.9 | 0.2
O=C(CCC(=O)Nc1cccc(Cl)c1)N/N=C/c1c(O)ccc2ccccc12 | 5 | -14 | -0.7 | -0.1
O=C(Cn1cnc2ccccc2c1=O)Nc1ccc(F)cc1F | 9 | 5 | -0.1 | -0.1
O=C(O)c1ccccc1C(=O)OCC(Cl)=C(Cl)Cl | 1 | 5 | 0.8 | 0.1
CCN(CC)c1ccc(/C=C2/C(=O)NC(=O)N(CCc3ccc(F)cc3)C2=O)c(O)c1 | 6 | 15 | 0.8 | 0.0
CN(Cc1cccs1)C(=O)CSc1nnc(-c2ccco2)n1-c1ccccc1 | -2 | 0 | 2.8 | -0.2
Cc1cccc(C)c1N=C1S/C(=C\c2cc3c(cc2Cl)OCO3)C(=O)N1c1ccccc1 | -14 | -13 | -1.0 | -0.1
CCn1c(SCC(=O)NNC(=O)C2CCCCC2)nnc1-c1ccncc1 | 3 | 22 | -0.1 | 0.7
Cc1nc(N2CCN(c3ccccn3)CC2)c2c(C)c(C)sc2n1 | -4 | 3 | 0.5 | -0.1
O=C1CCCC2=C1C(c1ccncc1)Nc1ccccc1N2 (centres undefined) | 1 | 3 | -0.8 | 0.0
CCc1ccc(C(=O)NNC(=O)CCN2CCN(Cc3ccccc3)CC2)cc1 | -1 | 9 | 1.5 | -0.1
CCCCCC1CCC(c2ccc(-c3nc(-c4ccccc4Cl)no3)cc2)CC1 (centres undefined) | 8 | 13 | 1.2 | 0.3
Cc1ccc(/C=C(/C#N)C(=O)Nc2ccccc2[N+](=O)[O-])o1 | -33 | 14 | -1.9 | -0.1
CCOc1ccccc1NS(=O)(=O)c1cccc2nsnc12 | 6 | 15 | 1.9 | -0.1
CCOc1ccc(-n2nc(C(=O)Nc3ccc(OC)c(Cl)c3)c3ccccc3c2=O)cc1 | 2 | 14 | -0.6 | 0.6
Cc1cc(=O)oc2cc(NC(=S)Nc3c(C)n(C)n(-c4ccccc4)c3=O)ccc12 | -1 | -3 | 0.6 | -0.1
CCOc1cccc2sc(NC(=O)c3ccc(S(=O)(=O)N(CC)CC)cc3)nc12 | 11 | 7 | -0.7 | 0.5
Cc1cccn2c(=O)c(/C=N/O)c(Nc3ccc(Cl)cc3)nc12 | 7 | 0 | 3.2 | -0.2
CSc1nc2n(n1)C(c1ccc(Cl)cc1)C1=C(CCCC1=O)N2 (centres undefined) | 9 | 14 | -0.5 | 0.2
Cc1ccn2c(C(=O)NCc3c(F)cccc3F)c(C)nc2c1 | -5 | 2 | 1.2 | 0.0
O=C(Nc1ccc2oc(-c3cccnc3)nc2c1)c1ccccc1F | -26 | 2 | 0.5 | -0.1
COc1ccc(-c2cn3c(C)c(C(=O)N(C)c4ccccc4)sc3n2)cc1 | 11 | 1 | -0.3 | 0.1
Cn1ccnc1C(NC(=O)N1CCOCC1)c1ccccc1 (centres undefined) | -1 | 5 | -0.6 | -0.1
O=S1(=O)NC(=NCC(c2ccco2)N2CCCCC2)c2ccccc21 (centres undefined) | 1 | -10 | 0.6 | -0.1
CN1CCCN(Cc2ccc(C(F)(F)F)cc2)CC1 | 0 | 49 | 1.4 | 0.1
CCOC(=O)N1CCN(c2c(N3CCN(c4ccc(F)cc4)CC3)c(=O)c2=O)CC1 | -5 | -4 | -1.6 | -0.2
CC1CCCC(NC(=O)c2ccc(N3CCC(Cc4ccccc4)CC3)c([N+](=O)[O-])c2)C1C (centres undefined) | -4 | 5 | -0.9 | -0.1
O=c1[nH]c(=O)n(C2C[C@H](O)[C@@H](CO)O2)cc1C(F)(F)F (some centres undefined) | -42 | -28 | -1.3 | -0.1
N#CCCN(CCC#N)c1scn[n+]1CCCS(=O)(=O)O | -3 | 0 | 0.7 | -0.1
Cc1nc(N2CCN(C)CC2)c2c(C)c(C(=O)Nc3ccc(C)c(F)c3)sc2n1 | -6 | 4 | -1.0 | 0.9
O=C(Cc1ccccc1)Nc1nnc(SCC(=O)Nc2cccc3ccccc23)s1 | 16 | -7 | 0.6 | 0.1
Cc1cc2c(cc1C)-c1ccccc1C2=O | -25 | -3 | 1.6 | 0.0
O=C(c1cc(-c2cccs2)n(CC(=O)N2CCCc3ccccc32)n1)N1CCOCC1 | 51* | -5 | -0.2 | -0.1
CCSc1nnc2c(n1)OC(C)(CC)Nc1ccccc1-2 (centres undefined) | -14 | -3 | 0.4 | -0.2
Cc1ccc2c3c(ccc2n1)NC1=C(C(=O)CCC1)C3c1ccc(OCc2ccccc2)cc1 (centres undefined) | 5 | 7 | -1.8 | 0.3
COCCOC(=O)C1=C(N)Oc2c(oc(CO)cc2=O)C1c1ccc(Cl)cc1 (centres undefined) | -5 | i | 0.1 | -0.1
CCn1cc(C(=O)N2CCC(N3CCC(C(N)=O)CC3)CC2)c(=O)c2ccc(C)nc21 | -19 | 14 | 1.6 | -0.1
O=C(CCN1C(=O)c2cccc([N+](=O)[O-])c2C1=O)Nc1ccc(N2CCCCC2)cc1 | -1 | 14 | -0.6 | 0.1
O=c1c(Cl)cc(Cl)nn1-c1ccccc1 | 14 | -3 | 0.0 | 0.0
Cc1noc(C)c1S(=O)(=O)N1CCC(C(=O)N2CCCCCC2)CC1 | 0 | 12 | -0.7 | 0.0
CSc1ccccc1N1C(=O)CN(C(=O)Cc2ccc(N3CCNC3=O)cc2)CC1C (centres undefined) | -2 | -6 | -0.8 | 0.1
COCCCNc1nccn2c(-c3cccc4cccnc34)cnc12 | -6 | 15 | 1.1 | 0.3
The results go on.
SMILES | TEAD-YAP block | MITF primary | GPR151 ag | FBW7 activator
CC(C)(C)c1ccc(/C=N/NC(=O)CNC(=O)c2ccco2)cc1 | 0 | -4 | -0.1 | -0.2
CN(C1CCCCC1)C1CCC(=O)N(Cc2cc3c(cc2Cl)OCO3)CC1 (centres undefined) | -8 | 8 | 4.2 | 0.0
CCOc1ccccc1C1CC(=O)NC(SCC(=O)OC)=C1C#N (centres undefined) | 59* | 7 | 0.1 | -0.1
CC(C)(C)C(=O)Nc1ccc(S(=O)(=O)N2CCOCC2)cc1 | 5 | 1 | 0.7 | 0.3
COc1ccc(OC)c2[nH]c(=O)c(CCNC(=O)C(=O)c3c[nH]c4ccccc34)cc12 | 9 | 9 | 2.0 | 0.1
O=C(C1CN(CCOc2ccc(F)cc2)CCN1C(=O)C1CC1)N1CCOCC1 (centres undefined) | -7 | -8 | 0.3 | -0.1
C/C(=N\NC(=O)c1ccccc1O)c1ccc(N)cc1 | -17 | 5 | -0.8 | 0.0
CCOc1ccccc1CN1CCNC(=O)C1CC(=O)N1CCCCC1 (centres undefined) | -15 | -15 | -0.6 | 0.0
COc1cccc(C2C=C(c3cccc(Br)c3)Nc3nnnn32)c1 (centres undefined) | 49* | 7 | -1.2 | -0.1
CCCCCCCCn1c(SCCO)nc2c1c(=O)[nH]c(=O)n2C | -11 | 12 | -0.7 | 0.1
CCCS(=O)(=O)N1CCCc2cc(NS(=O)(=O)Cc3cccc(C)c3)ccc21 | 0 | 7 | 0.2 | -0.1
Nc1nnc(SCC(=O)N2CCCCC2)s1 | 0 | 19 | 1.6 | 0.2
COc1ccc(OS(=O)(=O)c2cc(C)ccc2OC)cc1 | 48* | -6 | -1.4 | -0.1
O=C(NC1CC1)C1CCN(c2ccc(Nc3ccncn3)nn2)CC1 | -4 | -2 | 0.2 | 0.0
Cc1nc2nc[nH]n2c(=O)c1CCC(=O)Nc1cc(F)ccc1F | 0 | 7 | -0.8 | 0.1
COc1ccc2nc(NC(=O)CN(C)S(=O)(=O)c3cccc4nsnc34)sc2c1 | -1 | -1 | -0.2 | -0.2
O=C(Nc1nnc(-c2ccccc2Cl)s1)c1ccccc1Cl | -2 | -8 | 0.1 | -0.2
COC(=O)Cc1nc(Nc2cccc(C(F)(F)F)c2)c2c(C)c(C)sc2n1 | 2 | -7 | 0.9 | 0.1
O=C(c1cccnc1Cl)N1CCOCC1 | 4 | -3 | -1.5 | 0.3
COc1ccc(C(CC(=O)Nc2cc(C)ccn2)N2Cc3ccccc3C2=O)cc1 (centres undefined) | -14 | -6 | -1.0 | 0.0

15 consecutive compounds from above, for reference:
SMILES | TEAD-YAP block | MITF primary | GPR151 ag | FBW7 activator
O=C(C1CN(CCOc2ccc(F)cc2)CCN1C(=O)C1CC1)N1CCOCC1 (centres undefined) | -7 | -8 | 0.3 | -0.1
C/C(=N\NC(=O)c1ccccc1O)c1ccc(N)cc1 | -17 | 5 | -0.8 | 0.0
CCOc1ccccc1CN1CCNC(=O)C1CC(=O)N1CCCCC1 (centres undefined) | -15 | -15 | -0.6 | 0.0
COc1cccc(C2C=C(c3cccc(Br)c3)Nc3nnnn32)c1 (centres undefined) | 49* | 7 | -1.2 | -0.1
CCCCCCCCn1c(SCCO)nc2c1c(=O)[nH]c(=O)n2C | -11 | 12 | -0.7 | 0.1
CCCS(=O)(=O)N1CCCc2cc(NS(=O)(=O)Cc3cccc(C)c3)ccc21 | 0 | 7 | 0.2 | -0.1
Nc1nnc(SCC(=O)N2CCCCC2)s1 | 0 | 19 | 1.6 | 0.2
COc1ccc(OS(=O)(=O)c2cc(C)ccc2OC)cc1 | 48* | -6 | -1.4 | -0.1
O=C(NC1CC1)C1CCN(c2ccc(Nc3ccncn3)nn2)CC1 | -4 | -2 | 0.2 | 0.0
Cc1nc2nc[nH]n2c(=O)c1CCC(=O)Nc1cc(F)ccc1F | 0 | 7 | -0.8 | 0.1
COc1ccc2nc(NC(=O)CN(C)S(=O)(=O)c3cccc4nsnc34)sc2c1 | -1 | -1 | -0.2 | -0.2
O=C(Nc1nnc(-c2ccccc2Cl)s1)c1ccccc1Cl | -2 | -8 | 0.1 | -0.2
COC(=O)Cc1nc(Nc2cccc(C(F)(F)F)c2)c2c(C)c(C)sc2n1 | 2 | -7 | 0.9 | 0.1
O=C(c1cccnc1Cl)N1CCOCC1 | 4 | -3 | -1.5 | 0.3
COc1ccc(C(CC(=O)Nc2cc(C)ccn2)N2Cc3ccccc3C2=O)cc1 (centres undefined) | -14 | -6 | -1.0 | 0.0

The list continues.
SMILES | TEAD-YAP block | MITF primary | GPR151 ag | FBW7 activator
COc1cc(/C=C/C(=O)OCc2ccccc2F)cc(OC)c1OC | 0 | 8 | -0.1 | 0.6
O=C(/C=C/c1cccc(Oc2ccccc2)c1)NC1CCCCC1 | -9 | 1 | 1.8 | -0.1
O=C(N/N=C/c1sc(=O)n(-c2ccccc2)c1Cl)c1ccncc1 | 19 | 0 | -0.3 | -0.3
CCN(CC)C(=O)C1CCCN(c2ncnc3c2c(-c2ccccc2)cn3-c2ccc(F)cc2)C1 (centres undefined) | -24 | -8 | -0.2 | 0.1
COc1ccc(S(=O)(=O)N2CCN(C)CC2)cc1Br | -4 | 1 | 2.6 | -0.2
Cc1nn(C)c(C)c1NC(=O)CN1N=C(C(C)(C)C)Cn2c(cc3ccccc32)C1=O | -2 | -9 | -0.3 | 0.0
Cc1cc(C(=O)Nc2ccc(F)cc2F)n(-c2ccccc2)n1 | 1 | -11 | 1.2 | 0.3
COc1ccccc1N1CCN(C(=O)c2cnn3c2NC(c2ccc(Br)cc2)CC3C(F)(F)F)CC1 (centres undefined) | 2 | -1 | 0.0 | 0.0
CC(=O)N1CCN(c2cc(N3CCCCC3)c(F)cc2[N+](=O)[O-])CC1 | 10 | -18 | -0.3 | -0.1
Cc1cc(NC(=O)CN2C(=O)CCC2=O)no1 | -1 | -1 | 0.4 | 0.0

Exported in markdown: three of the compounds above.
| mol | TEAD-YAP block | MITF primary | GPR151 ag | FBW7 activator |
| --- | --- | --- | --- | --- |
| COc1ccc(S(=O)(=O)N2CCN(C)CC2)cc1Br | -4 | 1 | 2.6 | -0.2 |
| Cc1nn(C)c(C)c1NC(=O)CN1N=C(C(C)(C)C)Cn2c(cc3ccccc32)C1=O | -2 | -9 | -0.3 | 0.0 |
| Cc1cc(C(=O)Nc2ccc(F)cc2F)n(-c2ccccc2)n1 | 1 | -11 | 1.2 | 0.3 |

Carrying on.
SMILES | TEAD-YAP block | MITF primary | GPR151 ag | FBW7 activator
NC(=S)N/N=C1\CC(n2nnc3ccccc32)C2COC1O2 (centres undefined) | -2 | -9 | -0.2 | 0.2
CCc1ccc(NC(=S)N(CCCN2CCCC(C)C2)Cc2ccco2)cc1 (centres undefined) | -5 | -3 | 0.2 | 0.0
COc1ccccc1NC(=O)NC1(C)CCS(=O)(=O)C1 (centres undefined) | 1 | 5 | -0.4 | 0.1
N#CC1=C(N)C(C#N)(C#N)C(c2cccc3ccccc23)C2CCCC=C12 (centres undefined) | -8 | 0 | 0.6 | -0.1
CC1CCc2sc(C(=O)NNC3CC(=O)N(c4ccc(F)c(Cl)c4)C3=O)cc2C1 (centres undefined) | -1 | -7 | -0.2 | -0.1
